RXFP1 antagonist – RXFP1 (human) relaxin receptor antagonism; Q9HBX9; HEK293-RXFP1, relaxin-stimulated cAMP HTRF, 30 min; stronger effect = lower value; activity change, negative = inhibition, % at 57.5 µM; 350,000 compounds, 0.59% hits;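 active = activity change of -60% or lower, but not beyond a set lower limit; inconclusive = change between -60% and -40%, or beyond the set limit; inactive = change above -40%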; note: % is set by controls: 0 for no effect and ±100 for the full control effect
RXFP1 agonist – RXFP1 (human) receptor agonism | Q9HBX9 | HEK293T-RXFP1 cAMP TR-FRET, 30 min; response scale: percent of porcine relaxin response, buffer zero | Potency, µM (series often up to 57.5 µM), for inactives: at the highest dose activation, most hits filed as activators | 370,000 compounds, 0.3% hits | AID 2676; note: potency is the fitted concentration of half-maximal effect; % is set by controls: 0 for no effect and ±100 for the full control effect; nearly all actives have a fitted effect of over 60% in size; many of its hits are not listed in these tables
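HEK293 cells stably expressing RXFP1, treated 30 min at 37C with compounds plus PDE4 inhibitor Ro 20174; cAMP measured by HTRF TR-FRET. Normalized to buffer and 29 nM porcine relaxin; EC50 by Hill fit.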
TRHR PAM – allosteric enhancers of human TRH receptor; P34981; enhancement, % at 2 µM; 360,000 compounds, 0.66% hits; TRHR cells, fluo-8 calcium fluorescence, EC20 TRH enhancement; AID 493056; in the data active = enhancement above about 30%; note: 0% is about no effect
Target sequence (P34981 whole entry, looked up): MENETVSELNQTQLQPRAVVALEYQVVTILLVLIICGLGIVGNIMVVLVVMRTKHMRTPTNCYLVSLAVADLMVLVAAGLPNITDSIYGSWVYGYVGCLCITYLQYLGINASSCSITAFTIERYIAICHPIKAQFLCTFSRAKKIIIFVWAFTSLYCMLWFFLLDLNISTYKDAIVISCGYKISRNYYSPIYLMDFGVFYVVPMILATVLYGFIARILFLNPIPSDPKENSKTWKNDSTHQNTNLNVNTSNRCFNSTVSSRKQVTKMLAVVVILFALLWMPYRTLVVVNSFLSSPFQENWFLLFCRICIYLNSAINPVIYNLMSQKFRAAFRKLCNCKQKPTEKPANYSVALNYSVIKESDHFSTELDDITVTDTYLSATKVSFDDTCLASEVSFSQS
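Enhancer read-out: after compound pinning and an initial kinetic agonist-mode read, an EC20 of TRH (10 nM final) was injected and fluo-8 calcium signal (Ex 480/Em 530) followed at 1 s/cycle for 100 cycles in TRHR-expressing cells.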
TRHR ag – TRH receptor (human) agonism. TRHR cells, calcium flux fluo-8, FDSS agonist mode. activation, % at 2 µM. 360,000 compounds, 0.18% hits; in the data active = activation above about 30%; note: 0% is about no effect
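TRHR-expressing cells, plated overnight in medium with 10% serum, were loaded with fluo-8 calcium dye at room temperature. After a 10 s baseline, library compound was pin-added and calcium release was recorded kinetically (ex 480/em 530) as agonist response.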
Apoferritin bind – binds horse apoferritin like a general anesthetic; 350,000 compounds, 0.074% hits; Potency, µM (top dose mostly 77.5 µM), without a hit: at the highest dose activity change, negative = displacement, actives largely listed as inhibitors; apoferritin/1-aminoanthracene competitive binding, fluorescence; AID 485281; note: potency is the fitted concentration of half-maximal effect; % is set by controls: 0 for no effect and ±100 for the full control effect; nearly all actives have a fitted effect of over 20% in size
Target sequence (P02791 2-175 limits assumed): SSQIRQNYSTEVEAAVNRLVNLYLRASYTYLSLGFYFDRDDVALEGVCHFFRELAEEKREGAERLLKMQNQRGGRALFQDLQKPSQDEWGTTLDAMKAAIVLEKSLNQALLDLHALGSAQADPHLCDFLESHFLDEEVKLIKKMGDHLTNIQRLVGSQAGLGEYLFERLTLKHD
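Probe: 1-aminoanthracene (50% saturated, PBS). Protein: horse-spleen apoferritin, 10 uM. Incubation: 10 min, room temperature. Detection: 380 nm excitation, 535 nm emission. Analysis: normalized response, four-parameter Hill.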
D1 antagonist – antagonists of human D1 dopamine receptor; P21728; HEK293 TREx D1 cells, calcium flux, dopamine EC80; stronger effect = lower value; activity change, negative = inhibition, % at 10 µM; 360,000 compounds, 3.2% hits; AID 504652; in the data active = activity change below about -30%; note: % is set by controls: 0 for no effect and ±100 for the full control effect
Target sequence (P21728 whole entry, looked up): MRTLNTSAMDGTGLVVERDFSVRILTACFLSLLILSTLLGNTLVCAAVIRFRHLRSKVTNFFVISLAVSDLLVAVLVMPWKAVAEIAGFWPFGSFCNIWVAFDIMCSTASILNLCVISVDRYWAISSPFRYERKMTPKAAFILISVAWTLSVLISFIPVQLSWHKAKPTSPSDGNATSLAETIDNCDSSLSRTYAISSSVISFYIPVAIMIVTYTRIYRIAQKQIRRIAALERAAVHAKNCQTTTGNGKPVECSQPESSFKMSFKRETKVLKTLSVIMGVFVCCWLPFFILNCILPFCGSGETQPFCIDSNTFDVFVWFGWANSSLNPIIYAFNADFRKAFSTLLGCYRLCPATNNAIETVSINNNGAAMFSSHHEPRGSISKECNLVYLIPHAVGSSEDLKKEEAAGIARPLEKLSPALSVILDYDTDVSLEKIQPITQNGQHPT
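Calcium flux readout: force-coupled, inducible Hek293 Trex D1 line, cells induced overnight at 30 C with tetracycline, dye-loaded 30–90 min at RT. Antagonism scored against EC80 dopamine challenge given 180 s after compound.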
D1 PAM – human D1 dopamine receptor positive modulation; HEK293 TREx D1 cells, calcium flux, dopamine EC20 potentiation; potentiation, % at 10 µM; 360,000 compounds, 0.036% hits; AID 504651; in the data active = potentiation above about 30%; note: 0% is about no effect
D2 PAM – positive allosteric modulators of human D2 dopamine receptor | potentiation, % at 10 µM | 340,000 compounds, 0.34% hits | P14416 | HEK293 T-REx D2, calcium flux, EC20 dopamine potentiation | AID 485347;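 active = potentiation over 3 SD above the plate norm, cut at about 30% in these data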; note: 0% is about no effect
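Potentiation of an EC20 dopamine calcium response is measured in a force-coupled, tetracycline-inducible Hek293 Trex D2 line. Compound-only kinetic reads over 180 s flag agonists before dopamine addition.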
D1 agonist – agonists of human D1 dopamine receptor; HEK293 T-REx D1 cells, calcium flux, agonist mode; activation, % at 2 µM; 360,000 compounds, 1% hits; in the data active = activation above about 30%; note: 0% is about no effect
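Inducible HEK293 T-REx D1 cells, force-coupled to calcium signalling, were plated at 4000 cells/well with tetracycline and held overnight at 30 C. After no-wash calcium dye loading, compound-evoked calcium rise over 180 s flagged agonists.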
An asterisk follows results filed as active; ? = inconclusive; / = no result given; & = joins results of further samples. Unless noted, calls come from the whole dose curve; as a rule, active = well fitted curve in the direction sought with a large enough effect; inconclusive = small, poorly fitted or top-dose-only effect, or another doubt; inactive = no such curve, though single readings can be large; an effect the other way counts as inactive or inconclusive. A portion of the library; count on the stated rates, not on these rows.

SMILES	RXFP1 antagonist	RXFP1 agonist	TRHR PAM	TRHR ag	Apoferritin bind	D1 antagonist	D1 PAM	D2 PAM	D1 agonist
NC(=O)c1nsc(C(=O)N(c2ccc(F)cc2)C(C(=O)NC2CCCC2)c2ccncc2)c1N (configuration not stated)	-2	4.3%	1	-0.6	5%	44	-1	/	2
CCc1ccc(N(CC(=O)NCc2cccnc2)S(=O)(=O)c2ccccc2)cc1	-1	0.4%	-3	1.4	-2%	5	-12	-7	1
Cc1cc(=O)[nH]c(SCC(N)=O)c1C#N	-8	0.4%	-8	-0.2	3%	4	-13	5	1
Cn1c(N)c(C(=O)COC(=O)CCc2nc3ccccc3s2)c(=O)n(C)c1=O	-12	24%	-3	-0.3	-5%	14	5	0	2
CCc1nnc(NC(=O)C(=O)NCCOC(=O)c2ccccc2)s1	4	-1.4%	1	0.4	-9%	6	-1	2	-3
COc1ccc(N(C(=O)C(C)C)S(=O)(=O)c2cccc([N+](=O)[O-])c2)cc1	-10	-0.2%	-9	-1.4	?	-4	6	0	1
COc1ccc(OCC(=O)Nc2ccc3c(c2)nc(CCN2CCOCC2)n3C)cc1	11	0.7%	8	-0.2	-9%	11	-4	6	1
Cc1nn(-c2cc(N3CCCC3)ccc2[N+](=O)[O-])c(=O)c2ccccc12	0	1.9%	4	-0.4	-16%	-1	2	18	1
O=C(NC1(C(F)(F)F)N=C(c2ccccc2)NC1=O)c1ccccc1 (configuration not stated)	21	0.5%	2	-0.3	-17%	11	-3	2	2
CC(=O)c1ccc(N2CCN(CC(=O)N(CC(C)C)c3c(N)n(CC(C)C)c(=O)[nH]c3=O)CC2)cc1	-16	-0.2%	-4	0.2	-1%	2	-3	0	0
Cc1nc(-c2cccc(S(=O)(=O)N3CCC(C(=O)NCc4ccccc4Cl)CC3)c2)no1	-11	-1.2%	-2	0.2	-8%	3	-2	8	3
Cc1ccc(NC(=O)N2CCN(Cc3ccc4c(c3)OCO4)CC2)cc1	-4	-0.2%	-4	-1.1	-18%	-1	3	0	0
COC(=O)c1sccc1S(=O)(=O)N1CCN(c2ccc(C)cc2C)CC1	/	-1.0%	4	0.7	?	-10	-3	-5	16
Cc1cccc(N(C)S(=O)(=O)c2ccc3c(c2)NC(=O)CC(=O)N3)c1	0&-1	-1.0%&9.0%	4&12	0.2&0.2	-9%&-2%	-3&-6	-9&-2	-1&2	1&1
CCCCc1ccc(NC(=O)CSc2nc(=O)n(CCN3CCOCC3)c3c2CCC3)cc1	-5	-0.3%	-2	1.0	/	5	-4	3	7
O=C(CSc1nnc(-c2ccccc2)o1)N1CCCCC1	-20	3.6%	2	0.1	-2%	-2	5	/	1
COc1ccc(NC(=S)NCc2ccco2)c(OC)c1	2	0.0%	6	-0.9	2%	-1	-4	-2	2
Cc1cc2c(s1)c1cnn(Cc3ccc(Cl)c(Cl)c3)c(=O)c1n2C	/	/	1	0.0	/	-10	-6	/	1
Cc1ccc(-n2nc(CO)c(C(=O)NCc3ccccn3)n2)cc1C	-22	1.1%	12	-1.2	1%	-3	-1	1	-1
COc1ccc(S(=O)(=O)NCC(c2cccnc2)N2CCN(c3ccc(F)cc3)CC2)cc1C (configuration not stated)	-3	-0.2%	-1	0.2	-11%	3	-5	1	1
Cc1ccc(CCN2CC(C(=O)NCc3ccc4c(c3)OCO4)CC2=O)cc1 (configuration not stated)	3	1.7%	-1	-0.4	-5%	-8	-5	1	1
Cc1cc(O)c(NC(=O)c2cc([N+](=O)[O-])ccc2Cl)cc1C	6	1.7%	1	-1.5	-8%	-4	-3	10	11
Cn1c(/N=C/c2ccc3c(c2)OCO3)nc2ccccc21	8	-0.2%	2	1.2	-16%	-4	-3	-13	1
CCOC(=O)c1ccc(NC(=O)CN2CCN(C(=O)C3CCCO3)CC2)cc1 (configuration not stated)	1	0.6%	0	0.1	-4%	2	8	12	4
Cc1cccc(Cn2c(SCc3ccc(C(=O)NCc4cccs4)cc3)nc3ccncc32)c1	-11	0.7%	13	1.2	6%	12	1	-2	15
Cc1cc(C)cc(OCC(=O)OCc2nnc(-c3ccccc3)o2)c1	-2	1.0%	6	-0.3	?	-11	-3	/	4
Cc1nc(SCc2ccccc2)nc2c1CCC2	-10	0.0%	-6	-0.9	?	6	-1	5	2
O=C(NCCc1ccccc1)C1CCN(C2CCN(Cc3ccco3)CC2)CC1	-3	-1.6%	-5	0.5	-8%	-35*	3	7	2
Cc1ccc(C)c(NC(=S)NC23CN4CN(CN(C4)C2)C3)c1	1	-1.6%	0	2.3	-7%	7	-8	-3	3
COc1ccc(C2c3c(oc4ccc(Cl)cc4c3=O)C(=O)N2Cc2ccco2)cc1OC (configuration not stated)	/	-0.1%	7	0.1	-2%	2	2	1	1
COc1ccc(NC(=O)C2CCCN(S(=O)(=O)c3ccc(-n4cnnn4)cc3)C2)cc1 (configuration not stated)	-25	2.8%	-2	-0.2	-6%	0	-8	/	-1
COc1ccccc1-c1ccnc2[nH]n(-c3ccccc3)c(=O)c12	/	-4.0%	0	1.4	-13%	-8	-3	12	-1
O=C(NC1CCN(Cc2ccccc2)CC1)c1ccc(Cl)cc1Cl	0	0.0%	6	0.0	-8%	-15	-6	-20	7
O=C(NCCc1cccc(F)c1)C1CCC(=O)N(C2CCCCCC2)C1 (configuration not stated)	7	0.0%	3	-1.1	-18%	6	0	-4	0
N/C(=N\OC(=O)c1ccc([N+](=O)[O-])cc1)c1cccnc1	-2	-2.5%	-1	0.6	-2%	14	-3	5	1
COc1ccc(/C=N/Nc2nc(-c3ccc(C)cc3)c(NC(C)=O)s2)cc1	-7	-0.2%	4	-0.6	-5%	-9	0	7	1
COc1ccc(NC(=O)Nc2nnc(SCC(=O)Nc3cccc(C)c3C)s2)cc1	-11	3.2%	3	-0.3	-4%	/	-3	12	7
CCCN1C(=O)/C(=N\OCC(=O)NC23CC4CC(CC(C4)C2)C3)c2ccccc21	-2	2.5%	-1	0.1	?	1	4	-17	1
Cc1cccc(C)c1NC(=O)C(C)N1CCCCC1 (configuration not stated)	3	0.5%	-4	0.4	-10%	12	0	-7	2
CC1(C)N=c2ccc([N+](=O)[O-])c(N)c2=[N+]1[O-]	/	0.4%	15	-0.6	-17%	4	1	10	4
Cc1cccc(CC(=O)N2CCC(n3nccc3NC(=O)C3CC3)CC2)c1	-5	2.7%	-3	0.6	-10%	-18	-2	7	5
Cc1ccc(CCNS(=O)(=O)c2cc(-c3cc(C)no3)ccc2C)cc1	-30	-0.3%	-4	0.3	-6%	-12	-3	4	7
Cc1cccc(C)c1NC(=O)CN(C)c1ccc(C(F)(F)F)cn1	-6	-0.2%	-3	-0.1	0%	12	-2	10	4
COc1ccc(Nc2ccc(N3C(=O)CCCC3=O)cc2[N+](=O)[O-])cc1OC	-5	0.7%	-2	-0.2	2%	3	-2	3	1
CCOC(=O)N1CCN(C(=O)C(=O)Nc2ccc3nc4n(c(=O)c3c2)CCCCC4)CC1	/	4.0%	3	0.0	-5%	13	/	-4	1
CCN(CC)C(=S)SCc1csc(CC(=O)Nc2ccccc2C)n1	5	3.1%	-4	-1.0	?	-3	-5	/	5
CC(C)(C)OC(=O)N[C@@H](/C=C/c1ccccc1)C(=O)OC(C)(C)C	/	-0.6%	5	1.6	/	/	2	10	0
COc1ccc(CC(=O)NNc2ncnc3c2cnn3-c2ccc(C)cc2)cc1	/	-0.6%	-2	-0.6	-1%	2	2	-3	2
CCCCN(C(=O)c1ccc(N(C)S(=O)(=O)c2ccc(C)cc2)cc1)c1c(N)n(CCC)c(=O)[nH]c1=O	-14	-0.4%	8	0.7	-3%	-4	-7	-7	3
O=C(Nc1ccccc1)Nc1cccn(Cc2c(F)cccc2Cl)c1=O	-5	-1.7%	5	-1.4	?	8	-5	-8	10
CC(C)(C)c1nnc(NC(=S)Nc2ccccc2)s1	-4	2.5%	-4	1.4	-10%	-2	2	2	3
CCC1SC2=NC(C)=C(C(=O)OC)C(c3ccc(C)cc3)N2C1=O (configuration not stated)	-12	-0.5%	-4	-0.9	-6%	-8	-1	-3	8
COc1ccccc1NC(=O)NNC(=O)c1cc2ccccc2cc1O	1	-0.2%	0	1.5	3%	-34*	-11	-6	17
COc1ccc(C(=O)Nc2nnc(Cc3cccs3)s2)cc1OC	-4	?	26	0.3	-5%	-10	2	1	1
Cc1cccc(C(=O)N2CCc3cc(CNS(=O)(=O)c4ccc(F)c(Cl)c4)ccc32)c1	9	4.2%	-1	-0.5	-15%	20	3	2	6
CCC(=O)Nc1ccc(N2CCOCC2)c(S(=O)(=O)Nc2ccc(OC)cc2)c1	-13	0.6%	0	-0.7	-5%	3	-3	0	-2
CCCCN(CCCC)CCNC(=O)CNC(=O)c1cccs1	3	1.5%	2	-0.7	-12%	3	1	14	14
O=C(c1ccccc1)N1CCC(c2nc(-c3ccc(S(=O)(=O)N4CCOCC4)cc3)no2)CC1	-33	1.0%	3	0.0	-19%	-28	-5	-2	11
CCCn1nnc(NC(=O)c2cccc(OCC(C)C)c2)n1	-2	0.0%	-1	-1.1	-15%	-10	-2	-4	0
CCOC(=O)C1=C(C)NC(SCC(=O)OC)=C(C#N)C1c1ccc(C(=O)OC)cc1 (configuration not stated)	-11&-2	8.3%	17	-0.5	?	-21	-6	11	9
CCc1ccc2nc(N3CCC(C(=O)O)CC3)sc2c1	/	29%	4	-0.3	-1%	2	-7	-2	0
CCCNC(=O)NS(=O)(=O)c1cnccc1Sc1ccc(Cl)cc1	-9	1.5%	1	0.2	-10%	9	-3	-1	1
CCN(CC)S(=O)(=O)c1cc(NS(=O)(=O)c2cccc(Cl)c2)ccc1C	-4	-0.1%	0	-0.3	-7%	0	0	-7	2

3 structures out of the list, arranged by molecular weight, falling.
SMILES	RXFP1 antagonist	RXFP1 agonist	TRHR PAM	TRHR ag	Apoferritin bind	D1 antagonist	D1 PAM	D2 PAM	D1 agonist
CCOC(=O)C1=C(C)NC(SCC(=O)OC)=C(C#N)C1c1ccc(C(=O)OC)cc1 (configuration not stated)	-11&-2	8.3%	17	-0.5	?	-21	-6	11	9
O=C(Nc1ccccc1)Nc1cccn(Cc2c(F)cccc2Cl)c1=O	-5	-1.7%	5	-1.4	?	8	-5	-8	10
CC(C)(C)c1nnc(NC(=S)Nc2ccccc2)s1	-4	2.5%	-4	1.4	-10%	-2	2	2	3

Screening data from PubChem BioAssay.
